# Bioassay records (PubChem)
# core dimer inh – HCV core protein dimerization inhibition | inhibition, % at 5 µM | AID 1899 | hit rate 0.33% among 300,000 | TR-FRET GST/Flag-core106 dimerization, 1536-well;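 active = inhibition above the mean of all tested compounds plus 3 SD, set per screening campaign, cut at about 45% in these data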
#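 test system = GST/Flag-tagged HCV core106 proteins | probe or stimulus = Eu donor and XL665 acceptor anti-tag antibodies | times = compound-protein-antibody incubation 4 h at 22.5 °C | signal = TR-FRET, excitation 340 nm, emission 617 and 671 nm | measure = percent inhibition of core106 dimerization signal | controls = wells lacking GST-core106 and wells with excess unlabelled core106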
# PP5 primary – inhibitors of human protein phosphatase 5 (PP5); P53041; purified PP5c, OMFP substrate fluorescence; inhibition, % at 6.7 µM; hit rate 0.18% among 320,000; AID 1987;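 active = inhibition above the campaign's mean inhibition across all tested compounds plus 3 SD, cut at about 9.5% in these data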;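 also: 0% = DMSO only and 100% = 100 µM cantharidin control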
# Target sequence (P53041 whole entry, looked up): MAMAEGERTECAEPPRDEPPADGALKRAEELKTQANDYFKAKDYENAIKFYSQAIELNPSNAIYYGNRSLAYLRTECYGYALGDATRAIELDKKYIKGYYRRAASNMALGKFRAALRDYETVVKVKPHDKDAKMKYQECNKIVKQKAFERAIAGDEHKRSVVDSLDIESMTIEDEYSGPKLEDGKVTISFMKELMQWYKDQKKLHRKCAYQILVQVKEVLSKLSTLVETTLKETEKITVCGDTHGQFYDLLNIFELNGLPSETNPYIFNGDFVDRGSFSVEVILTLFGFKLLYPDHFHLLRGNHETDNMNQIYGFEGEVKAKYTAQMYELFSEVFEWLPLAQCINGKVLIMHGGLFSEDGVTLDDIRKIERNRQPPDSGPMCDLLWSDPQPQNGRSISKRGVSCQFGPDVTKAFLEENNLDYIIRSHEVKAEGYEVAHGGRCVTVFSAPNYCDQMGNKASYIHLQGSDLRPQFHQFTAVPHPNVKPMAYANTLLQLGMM
# procasp7 counter – counter-screen for procaspase-3 activators: activators of human procaspase-7 | P55210 | recombinant procaspase-7, Ac-DEVD-pNA absorbance 405 nm; D23A/D198A/D206A triple mutant, cannot self-cleave; scale: DMSO 0, 5 µM enzyme 100 | activation, % at 8.5 µM | hit rate 0.093% among 330,000 | AID 463210;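 active = percent activation above the screen-wide mean plus 3 SD, cut at about 25% in these data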
# Target sequence (P55210 whole entry D23A/D198A/D206A): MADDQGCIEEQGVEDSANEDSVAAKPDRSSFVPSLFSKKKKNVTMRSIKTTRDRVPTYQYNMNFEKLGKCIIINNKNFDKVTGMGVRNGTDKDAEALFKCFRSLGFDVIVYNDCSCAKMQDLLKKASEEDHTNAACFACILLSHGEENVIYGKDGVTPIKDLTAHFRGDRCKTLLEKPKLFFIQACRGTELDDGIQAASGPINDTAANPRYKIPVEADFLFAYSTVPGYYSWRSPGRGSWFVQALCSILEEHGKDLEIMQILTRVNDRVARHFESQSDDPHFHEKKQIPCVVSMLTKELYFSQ
#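 buffer or medium = Zinc-free HEPES/NaCl buffer, pH 7.4 | material = Procaspase-7 triple mutant (PC-7 D3A) | input = 2 µM procaspase-7 mutant as dispensed | signal = Epi-absorbance of released pNA at 405 nm, two timepoints | timing = 1 h preincubation, 2 h reaction | replicates = singlicate compound testing | evaluation = % activation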
# proCasp3 act – activators of human procaspase-3; hit rate 0.11% among 330,000; activation, % at 8.5 µM; AID 463141; recombinant procaspase-3 D3A, Ac-DEVD-pNA absorbance 405 nm;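 active = activation above the mean of all tested compounds plus 3 SD, cut at about 21% in these data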;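 also: 0% = DMSO alone and 100% = DMSO wells spiked with extra 5 µM PC-3 D3A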
# Target sequence (P42574 whole entry D9A/D28A/D175A): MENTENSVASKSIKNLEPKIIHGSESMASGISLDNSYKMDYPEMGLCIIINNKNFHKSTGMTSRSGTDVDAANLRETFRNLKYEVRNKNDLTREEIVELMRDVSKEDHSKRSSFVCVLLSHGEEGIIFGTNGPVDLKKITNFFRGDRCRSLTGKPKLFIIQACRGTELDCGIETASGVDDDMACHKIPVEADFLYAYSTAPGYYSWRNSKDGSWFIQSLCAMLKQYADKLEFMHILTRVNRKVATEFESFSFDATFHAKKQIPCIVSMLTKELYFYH
#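 material = Procaspase-3 D3A mutant | probe or stimulus = Ac-DEVD-pNA | compound = single dose, 8.5 µM nominal compound, 0.8% DMSO | timing = 1 h preincubation, 2 h reaction | measured by = 405 nm absorbance of p-nitroaniline, reads at 0 and 120 min | benchmarks = DMSO-only low control, 5 µM PC-3 D3A high control | repeats = singlicate, each compound tested once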
# Fh CTSL1 inh – counter-screen for PFM18AAP inhibitors: inhibitors of F. hepatica cathepsin L1 | recombinant F. hepatica cathepsin L1, Z-Leu-Arg-MCA fluorescence | inhibition, % at 5.96 µM | hit rate 0.49% among 300,000 | AID 1906;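 active = inhibition above the mean of all tested compounds plus 3 SD, set per screening campaign, cut at about 17% in these data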;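 also: 0% = plate median of test compound wells and 100% = 1 µM Z-Phe-Ala-diazomethylketone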
# PP1 counter – PP1-alpha (human) inhibition in PP5 counter-screen; P62136; purified PP1alpha, OMFP fluorescence; inhibition, % at 6.7 µM; hit rate 0.9% among 320,000; AID 2235;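 active = inhibition above the mean inhibition of all tested compounds plus 3 SD, computed separately for each screening campaign, cut at about 15% in these data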
# Efflux pump inh – antifungal efflux pump inhibition, Nile Red retention; S. cerevisiae Candida pump triplex; hit rate 0.44% among 330,000; inhibition, % at 10 µM;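 active = plate passing quality check with inhibition over a set limit, or well fluorescence over plate mean plus 4 SD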;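 also: Nile Red retained in pooled yeast measured as flow cytometry median fluorescence; 0% = buffer negative control and 100% = Enniatin B positive control; higher means more Nile Red kept so more efflux inhibition; some compounds called inactive have numbers as strong as hits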
# TPT1 inhibitor – C. albicans TPT1 enzyme inhibition; recombinant caTPT1, FP RNA substrate dephosphorylation; inhibition, % at 5 µM; hit rate 0.81% among 300,000;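 active = inhibition above the mean of all tested compounds plus 3 SD, set per screening campaign, cut at about 24% in these data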;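 also: plate controls were DMSO alone for no effect and ferristatin control at 100 nM for full effect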
# JMJD2C inh – blocks human GASC-1 demethylase activity; GST-JMJD2C(1-420) H3K9me3 demethylation, DELFIA europium; inhibition, % at 2.35 µM; hit rate 0.069% among 330,000;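 active = more than half of a compound's replicate wells show inhibition beyond 50%, single wells judged on their own value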;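 also: signal counts dimethyl H3K9 product captured on neutravidin plate; 0% = median of DMSO wells and 100% = 0.3 times that DMSO median; strong numbers were not always called active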
# Active calls of the source: *; . = not tested or not shown.
# Keys – A = core dimer inh; B = PP5 primary; C = procasp7 counter; D = proCasp3 act; E = Fh CTSL1 inh; F = PP1 counter; G = Efflux pump inh; H = TPT1 inhibitor; I = JMJD2C inh
CCN(C[C@H]1N[C@@](CC)(C(=O)OC)[C@H]2C(=O)N(Cc3ccccc3)C(=O)[C@@H]12)S(=O)(=O)c1ccc(C)cc1
  A = .	B = .	C = 6.6	D = 7.2	E = .	F = .	G = 0.1	H = .	I = 8.7
CCc1nc(C)cn1S(=O)(=O)c1cc([N+](=O)[O-])ccc1Cl
  A = -1.0	B = 4.0	C = 2.1	D = 2.9	E = 0.9	F = -1.1	G = 0.4	H = -0.8	I = 2.3
COc1cc(/C=N/NC(=O)NC2CCCCC2)cc(OC)c1O
  A = -2.7	B = -1.8	C = 1.6	D = -1.1	E = 4.8	F = -5.2	G = 0.0	H = -0.2	I = -7.7
O=C(c1cccc(S(=O)(=O)N2CCOCC2)c1)N(Cc1ccco1)Cc1cccs1
  A = .	B = 1.9	C = -3.7	D = -1.9	E = .	F = 0.9	G = 0.1	H = .	I = -9.5
COc1ccc(N2CCN(C(=O)Cn3cnc4c(cnn4-c4ccc(C)cc4)c3=O)CC2)cc1
  A = -4.3	B = -0.9	C = 11.8	D = 2.4	E = 1.6	F = 1.7	G = -0.1	H = -1.7	I = 10.3
COc1cccc(NC(=O)C2CCCC2)c1
  A = -2.0	B = 1.6	C = 2.1	D = 8.2	E = -3.2	F = 0.4	G = 0.0	H = -1.2	I = 4.3
O=C(NC(=S)N1CCN(c2ccccc2)CC1)c1c(F)cccc1F
  A = -17.8	B = 2.6	C = -13.2	D = 3.7	E = 3.6	F = 0.2	G = -0.1	H = -1.9	I = 5.1
CNc1ccccc1NC(=O)C1CCCN1C(=O)OCc1ccccc1 (stereo unspecified)
  A = -10.3	B = -6.6	C = -1.1	D = -3.5	E = -2.0	F = 3.0	G = 0.1	H = -7.1	I = -3.6
Cc1ccc(-c2csc3ncnc(N4CCN(C)CC4)c23)cc1C
  A = -13.1	B = 1.3	C = -8.1	D = 10.3	E = -1.7	F = 4.0	G = -0.2	H = -2.1	I = 12.1
Fc1ccc(-c2n[nH]c(=S)n2CC2CCCO2)cc1 (stereo unspecified)
  A = -3.9	B = -0.3	C = -2.3	D = -6.5	E = -1.1	F = -2.4	G = -0.1	H = 0.0	I = -2.9
CCS(=O)(=O)N1CCN(C(=O)c2cccs2)CC1
  A = -0.4	B = -0.7	C = 8.6	D = 1.9	E = -2.5	F = -5.6	G = -0.3	H = -3.9	I = -3.0
Cc1cc(C)cc(C(=O)NC(CC(N)=O)c2ccc(N3CCN(c4ccccc4)CC3)c([N+](=O)[O-])c2)c1 (stereo unspecified)
  A = 19.5	B = 1.6	C = -4.6	D = -9.2	E = 0.3	F = 6.7	G = 0.1	H = 1.6	I = -9.9
COc1ccccc1Nc1nc(N)nc(CSC(=S)N2CCCCC2C)n1 (stereo unspecified)
  A = 4.6	B = 3.7	C = 12.9	D = 8.3	E = 0.0	F = 3.0	G = -0.1	H = 1.5	I = 3.1
CO/N=C(\C)c1ncc(C(F)(F)F)cc1N1CCOCC1
  A = -3.1	B = 1.2	C = -4.0	D = -3.5	E = -1.1	F = -2.9	G = 0.0	H = -3.4	I = 133.5
CCOC(=O)N1CCC(N2C(=O)c3ccccc3C2Nc2cc(OC)c(OC)c(OC)c2)CC1 (stereo unspecified)
  A = -1.0	B = 0.2	C = 6.7	D = -3.2	E = -0.2	F = -2.6	G = 0.0	H = -1.4	I = -27.5
Cc1ccc(S(=O)(=O)NCC2CCC(C(=O)O)CC2)cc1 (stereo unspecified)
  A = -2.4	B = 0.0	C = -14.5	D = -2.2	E = -1.5	F = -3.1	G = -0.4	H = -6.0	I = -2.4
COc1ccc(S(=O)(=O)N(CC(=O)NCCSc2ccccn2)c2ccccc2)cc1
  A = -2.1	B = -0.9	C = 5.6	D = 5.4	E = 3.0	F = -0.4	G = 0.2	H = -3.5	I = -5.7
CCc1ccc(NC(=O)CCCN2C(=S)NC(C)(C)CC2C)cc1 (stereo unspecified)
  A = 1.3	B = 2.2	C = -7.9	D = -5.6	E = -0.6	F = -7.2	G = 0.1	H = -1.9	I = -7.3
CCn1c(O)c(C=Nc2ccccc2)sc1=O
  A = 0.5	B = 1.6	C = 0.6	D = -9.4	E = -2.1	F = -0.6	G = -0.1	H = 3.1	I = 5.6
COc1ccc(N2CCCCn3c2nc2c3c(=O)n(C)c(=O)n2C)cc1
  A = 5.1	B = 2.9	C = -5.6	D = 6.1	E = 3.1	F = -2.5	G = 0.1	H = 1.6	I = -1.4
O=C(Nc1cccc(S(=O)(=O)N2CCCC2)c1)c1ccc2c(c1)OCO2
  A = -4.4	B = 2.2	C = 8.2	D = 11.6	E = -3.4	F = -1.9	G = 0.3	H = 1.5	I = 6.3
C/C(=N\NC(=O)C1(C)CC1(Br)Br)c1ccc(C)cc1C (stereo unspecified)
  A = 2.4	B = 1.4	C = -0.4	D = 7.8	E = 5.4	F = -3.3	G = 0.0	H = -1.4	I = -8.9
Cn1c(SC2CCCCC2=O)nnc1-c1ccncc1 (stereo unspecified)
  A = -2.0	B = 0.4	C = 1.6	D = 0.7	E = 3.7	F = -3.1	G = -0.2	H = -1.5	I = 1.9
Cc1ccc(NS(=O)(=O)c2cc([N+](=O)[O-])ccc2N/N=C/c2sc(N3CCOCC3)nc2-c2ccccc2)c(C)c1
  A = 9.3	B = 1.4	C = 8.1	D = -5.2	E = 2.9	F = -1.6	G = 0.3	H = 56.1*	I = -19.5
COc1ccc(Cl)cc1S(=O)(=O)NCCCn1ccnc1
  A = 1.6	B = -1.7	C = 1.9	D = -4.1	E = -0.7	F = 3.9	G = 0.0	H = -0.2	I = 0.5
O=C(Nc1cc2c3c(c1)CC(=O)N3CCC2)c1ccccc1Br
  A = 2.2	B = 2.0	C = 4.4	D = 3.7	E = -3.8	F = -1.0	G = -0.1	H = -0.5	I = 25.0
Cc1ccc(C(=O)c2ccc(N3CCN(C)CC3)c([N+](=O)[O-])c2)cc1
  A = 1.4	B = -2.4	C = 5.0	D = -4.4	E = 5.1	F = -0.2	G = -0.4	H = 2.9	I = -5.2
CCCCOc1ccc(C(=O)N/C(=C/C=C/c2ccccc2)C(=O)O)cc1
  A = 15.4	B = 0.5	C = -9.7	D = -3.6	E = 11.7	F = -0.3	G = -0.1	H = 1.5	I = -1.7
Cc1ccc(NC(=O)c2ccco2)c(NC(=O)Cc2cccs2)c1
  A = -4.4	B = 2.3	C = -11.5	D = 6.9	E = -3.5	F = -0.4	G = 0.0	H = -2.6	I = 2.0
Fc1ccc(NC(=S)NC2CCN(Cc3ccccc3)CC2)cc1
  A = 0.0	B = -0.9	C = -0.2	D = 4.6	E = -1.3	F = -4.2	G = -0.1	H = -0.7	I = -1.8
CC(=O)Nc1ccc(NC(=O)CN(c2ccc(C(C)C)cc2)S(=O)(=O)c2ccccc2)cc1
  A = 3.3	B = 1.5	C = 1.6	D = -7.5	E = 4.8	F = 1.0	G = 0.0	H = -0.3	I = 9.2
Cc1cccc(N(CC(=O)Nc2ccccc2F)S(C)(=O)=O)c1
  A = -7.9	B = -0.5	C = 3.5	D = -4.5	E = 0.7	F = -0.4	G = 0.0	H = -1.9	I = 0.1
O=C1N[C@@H](Cc2ccccc2)C(=O)N2[C@H]1C[C@]1(Br)c3ccccc3N(S(=O)(=O)c3ccccc3)[C@H]21
  A = -16.5	B = 2.3	C = -16.9	D = -2.9	E = 1.3	F = 2.4	G = 0.1	H = -7.2	I = 6.7
COCCNC(=O)CSc1nc2ccccc2c2nc(C)nn12
  A = 10.9	B = 1.9	C = -2.5	D = 4.3	E = -1.1	F = -5.0	G = 0.0	H = -0.6	I = 2.2
Cc1nc2cc(NC(=O)N3CCN(c4ccccn4)CC3)ccc2o1
  A = -1.9	B = -0.9	C = -11.7	D = -3.1	E = -0.3	F = -3.1	G = -0.1	H = -0.2	I = 3.0
C=CCn1c(SCc2nc3ccccc3c(=O)[nH]2)nc2ccccc2c1=O
  A = 11.1	B = 1.4	C = 3.2	D = 3.6	E = 7.3	F = -2.5	G = 0.1	H = -2.8	I = 4.4
COc1ccc(OCc2nc(C#N)c(NCCCn3ccnc3)o2)cc1
  A = -1.6	B = -0.2	C = 7.8	D = 3.9	E = 1.2	F = -1.4	G = -0.1	H = -1.2	I = 7.3
O=C(CSc1ccc2nnc(-c3cccnc3)n2n1)N1CCOCC1
  A = -21.2	B = 2.0	C = 0.6	D = -5.2	E = -3.1	F = -2.2	G = 0.6	H = -1.3	I = 2.7
O=C(O)c1ccc(C(=O)C(=O)c2ccccc2)cc1
  A = 0.3	B = 3.0	C = -0.3	D = 0.2	E = -1.7	F = -3.3	G = 0.0	H = 0.8	I = -3.1
O=C(CN(Cc1ccccc1)S(=O)(=O)c1ccc(F)cc1)NCCC1=CCCCC1
  A = 1.7	B = 3.0	C = 11.1	D = 18.2	E = 0.8	F = 3.4	G = 0.0	H = -4.1	I = -2.3
O=C(CCC(=O)Nc1nnc(C2CCCCC2)s1)Nc1ccccc1
  A = 3.9	B = 0.5	C = 0.7	D = 5.2	E = -2.4	F = -1.6	G = -0.2	H = -4.0	I = -5.9
S=C(N/N=C/c1ccc(Cl)c(Cl)c1)Nc1ccccc1Cl
  A = 4.1	B = -1.1	C = 5.6	D = -0.4	E = -2.9	F = 2.1	G = -0.3	H = 2.4	I = -21.6
CCOC(=O)[C@H]1[C@H]2COc3ccccc3[C@@H]2N2C(=O)c3cc(F)c(F)cc3NC(=O)[C@@]12C
  A = -3.7	B = -2.2	C = -7.9	D = 1.9	E = 0.6	F = -5.1	G = .	H = -0.2	I = 4.2
Cc1ccc(CN2CC(C(=O)OCc3ccccc3Cl)CC2=O)cc1 (stereo unspecified)
  A = -2.0	B = 2.3	C = 3.7	D = -5.0	E = -5.6	F = 7.0	G = 0.0	H = -2.7	I = 7.1
COc1cc(NC(=O)C2C3CCC(O3)C2C(=O)O)cc(OC)c1 (stereo unspecified)
  A = -0.3	B = 80.4*	C = -10.6	D = 4.9	E = -0.9	F = 76.1*	G = -0.2	H = 1.3	I = -4.5

# Complete entries, quoted from the list. Order of values: core dimer inh | PP5 primary | procasp7 counter | proCasp3 act | Fh CTSL1 inh | PP1 counter | Efflux pump inh | TPT1 inhibitor | JMJD2C inh
# Shown for COc1ccc(N2CCN(C(=O)Cn3cnc4c(cnn4-c4ccc(C)cc4)c3=O)CC2)cc1 : -4.3 | -0.9 | 11.8 | 2.4 | 1.6 | 1.7 | -0.1 | -1.7 | 10.3
# Shown for CCCCOc1ccc(C(=O)N/C(=C/C=C/c2ccccc2)C(=O)O)cc1 : 15.4 | 0.5 | -9.7 | -3.6 | 11.7 | -0.3 | -0.1 | 1.5 | -1.7
